OXTR potentiate: potentiates the human oxytocin receptor response | P30559 | CHO-OTR cells, Fluo-8 calcium fluorescence, potentiator mode; 0% = oxytocin EC15, 100% = EC100 | activation, % at 3 µM | 320,000 tested, 0.061% active;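 active = activation above that plate's cutoff, the mean activation of tested compounds plus 3 SD, cut at about 6.6% in these data, passing the limit was not always enough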;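 also: 100% uses oxytocin at 75 nM as the full agonist control; some results filed as inactive read as strong as hits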
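Dosing: Single dose, 3.0 µM nominal final compound concentration | Material: Human OTR in CHO cells | Technique: Kinetic Fluo-8 calcium fluorescence | Benchmarks: EC15 oxytocin alone as 0%, 75 nM oxytocin as 100% | Probe or stimulus: Oxytocin at about EC15, sub-maximal agonist stimulus | Incubation: Compound 6 min at room temperature before oxytocin, 100 s read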
CHRM4 agonist: agonists of human muscarinic M4 receptor (CHRM4). CHO-K1 hM4/Gqi5, Fluo-8 calcium fluorescence; vehicle 0%, full acetylcholine response 100%. 360,000 tested, 0.14% active. P08173. activation, % at 3 µM;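 active = activation above the run mean over all test wells plus 3 SD, cut at about 32% in these data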;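 also: peak over basal fluorescence ratio per well then scaled between controls; 0% = DMSO wells and 100% = acetylcholine at EC100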
Target sequence (P08173 whole entry, looked up): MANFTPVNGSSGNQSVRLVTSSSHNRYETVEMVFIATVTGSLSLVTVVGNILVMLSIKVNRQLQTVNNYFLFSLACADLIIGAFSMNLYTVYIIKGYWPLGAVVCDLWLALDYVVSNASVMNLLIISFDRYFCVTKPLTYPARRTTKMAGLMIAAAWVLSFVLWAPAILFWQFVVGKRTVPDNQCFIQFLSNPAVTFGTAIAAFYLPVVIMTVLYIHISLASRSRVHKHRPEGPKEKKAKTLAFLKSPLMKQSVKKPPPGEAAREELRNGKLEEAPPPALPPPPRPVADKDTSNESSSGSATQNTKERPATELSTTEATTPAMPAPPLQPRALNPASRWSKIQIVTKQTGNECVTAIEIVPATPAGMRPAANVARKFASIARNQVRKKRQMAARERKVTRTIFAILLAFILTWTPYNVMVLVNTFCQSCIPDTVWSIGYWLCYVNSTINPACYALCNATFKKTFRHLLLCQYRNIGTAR
M1 antag: antagonists of human M1 muscarinic receptor; P11229; CHO-K1 hM1, Fluo-8 calcium fluorescence, ACh EC80 antagonist; inhibition, % at 3 µM; 360,000 tested, 1.3% active;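 active = percent inhibition above its own plate's cutoff, namely the mean of that plate's compound wells plus 3 SD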;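 also: peak over basal fluorescence ratio during 140 s after agonist addition; 0% = ACh EC80 plus DMSO and 100% = DMSO alone without agonist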
Target sequence (P11229 whole entry, looked up): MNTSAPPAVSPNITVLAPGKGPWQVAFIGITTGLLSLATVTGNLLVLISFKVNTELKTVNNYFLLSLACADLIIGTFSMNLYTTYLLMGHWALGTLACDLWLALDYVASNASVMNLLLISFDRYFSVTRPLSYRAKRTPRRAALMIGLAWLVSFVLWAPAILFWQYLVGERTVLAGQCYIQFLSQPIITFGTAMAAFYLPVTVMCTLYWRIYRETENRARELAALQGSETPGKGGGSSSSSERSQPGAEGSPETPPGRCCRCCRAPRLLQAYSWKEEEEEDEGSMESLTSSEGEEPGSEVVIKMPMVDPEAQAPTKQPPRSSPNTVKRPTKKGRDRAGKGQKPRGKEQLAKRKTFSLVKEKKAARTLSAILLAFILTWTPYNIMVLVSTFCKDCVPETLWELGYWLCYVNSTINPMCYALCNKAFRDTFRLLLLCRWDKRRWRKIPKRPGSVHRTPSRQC
CHO-K1 Ca antag: nonselective inhibitor or artifact in parental CHO-K1 cells; ATP-induced calcium, Fluo-8 fluorescence; inhibition, % at 3 µM; 360,000 tested, 0.6% active; AID 602250;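 active = inhibition above a per-plate cutoff, the plate's mean sample inhibition plus 3 SD, cut at about 24% in these data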;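 also: 0% = DMSO plus EC80 ATP and 100% = DMSO alone without ATP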
CHRM1 PAM: potentiates human M1 receptor response to acetylcholine; activation, % at 3 µM; CHO-K1 hM1, Fluo-8 calcium fluorescence, ACh EC20; 0% = ACh EC20, 100% = maximal ACh; 360,000 tested, 0.088% active; P11229; in the data active = activation above about 19%, passing the limit was not always enough
M4 antag: blocks acetylcholine activation of human M4 receptor; CHO-hM4 cells, ACh EC80, Fluo-8 calcium fluorescence; 360,000 tested, 0.73% active; inhibition, % at 3 µM; P08173;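 active = inhibition above its plate's cutoff, the mean inhibition of sample wells plus 3 SD, cut at about 27% in these data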;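 also: 0% = acetylcholine EC80 with DMSO and 100% = DMSO without agonist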
CHO-K1 Ca ag: M1 agonist counterscreen hit in parental CHO-K1 cells | AID 602248 | 360,000 tested, 0.48% active | Fluo-8 calcium fluorescence; scaled to maximal ATP response, vehicle zero | activation, % at 3 µM; in the data active = activation above about 15%;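 also: untransfected CHO-K1 host cells lacking M1 receptor as counterscreen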
CHO parental Ca: signal in parental CHO cells, OX1R antagonist counter-screen. parental CHO-K1, ATP-induced calcium, Fluo-8 fluorescence. inhibition, % at 5.6 µM. 330,000 tested, 0.63% active. AID 463079;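 active = inhibition above that plate's mean sample inhibition plus 3 SD, cut at about 26% in these data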;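 also: 0% = ATP-challenged DMSO wells and 100% = DMSO wells without ATP; some compounds past the cut are filed as inactive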
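Material: parental CHO cells / Compound: single nominal dose of 5.6 µM per compound / Signal: Fluo-8 fluorescence / Replicates: singlicate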
M1 ag: agonists of human M1 muscarinic receptor; P11229; CHO-K1 hM1, Fluo-8 calcium fluorescence, agonist mode; 0% DMSO, 100% acetylcholine EC100; activation, % at 3 µM; 360,000 tested, 0.33% active;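 active = activation above the run's mean compound activation plus 3 SD, cut at about 16% in these data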;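 also: peak over basal fluorescence ratio within a 140 s kinetic read after compound addition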
* marks the source's active call; other numbers are inactive results; / = no result given.

SMILES	OXTR potentiate	CHRM4 agonist	M1 antag	CHO-K1 Ca antag	CHRM1 PAM	M4 antag	CHO-K1 Ca ag	CHO parental Ca	M1 ag
Cc1cc(C)c2c(c1)/C(=N/Nc1ccc(S(N)(=O)=O)cc1[N+](=O)[O-])CCC2	-3	0	-13	-5	10	0	-0.2	-12	1
NC(=O)C(Cc1ccccc1)NC(=O)C12CC3CC(CC(C3)C1)C2 (stereo not given)	-8	0	13	-6	-13	20	2.4	-3	-10
CC(=O)Nc1ccc(S(=O)(=O)Nc2nc3nc(-c4ccccc4)cc(-c4ccccc4)n3n2)cc1	-8	0	-9	-9	8	-1	1.0	-8	-3
CCn1cc(C(=O)NCc2ccc3c(c2)OCO3)c(=O)c2cc(S(=O)(=O)N3CCOCC3)ccc21	0	2	-6	-5	8	-6	0.6	-11	-6
Cc1ccc(-c2cc(C(=O)NCc3cccs3)no2)cc1	-1	0	2	-3	1	10	0.1	-2	-6
CCCCn1cnc2c(cnn2-c2ccc(Cl)cc2)c1=O	3	2	-9	-12	10	-10	0.4	-7	-2
COc1ccc(OCC(=O)N2c3ccccc3CCc3ccccc32)cc1	-7	1	-12	0	10	1	0.0	-20	-5
CCc1nnc(NC(=O)CSc2nnc(CNC(=O)c3ccccc3)o2)s1	/	0	-20	5	11	-13	0.6	/	2
COC(=O)c1ccccc1NC(=O)Cn1cc2c(n1)CCC(C)C2 (stereo not given)	2	1	-8	-6	3	-9	1.3	-23	-3
C/C(=N\NC(=O)c1nn(C)cc1Br)c1cccc(NC(=O)C(C)(C)C)c1	-6	2	-5	-8	6	8	0.4	-6	-3
N=C1C(=O)OCC1c1ccccc1NC(=O)Nc1ccccc1 (stereo not given)	-5	2	-5	-8	14	-4	0.1	-5	-7
CC(=O)NC(c1cccc(F)c1)c1nc(-c2csc3ccccc23)cs1 (stereo not given)	/	3	-9	3	7	-14	0.7	/	-2
COC(=O)c1ccc(NC(=O)Nc2ccc([N+](=O)[O-])cc2)cc1	-16	18	24	20	-11	14	16*	67*	4
CC1(C)Cc2ccccc2C(C(Cc2ccccc2)C(N)=O)=N1 (stereo not given)	4	3	-1	3	3	-5	0.1	-18	-2
CC(C)(C)c1ccc(CSc2ccc(S(=O)(=O)N3CCOCC3)cn2)cc1	-4	2	11	4	0	5	0.8	-14	-1
CCC(=O)N1CCN(c2ccc(Cl)cc2NC(=O)c2ccc3c(c2)OCCO3)CC1	-3	9	3	6	5	-1	1.7	-14	-3
COc1cc(NC(=S)N2CCC(C(N)=O)CC2)cc(OC)c1	-3	0	0	2	3	9	-0.2	-7	-2
Cn1ncc(Cl)c1C(=O)NC1C2CC3CC(C2)CC1C3 (stereo not given)	4	-1	-7	-5	9	0	0.5	-6	-9
Cc1[nH]c2ccccc2c1-c1nc2ccccc2[nH]c1=O	-1	4	-7	9	8	7	1.0	4	4
O=C(NCCc1ccccc1)C(=O)NCC1OCCN1S(=O)(=O)c1ccc(F)cc1 (stereo not given)	-6	2	-4	-3	1	1	1.2	-7	-2
O/N=C/c1cccc[n+]1CCCCCC[n+]1ccccc1/C=N/O	/	0	45*	3	-22	13	0.7	/	-9
COc1ccc(C(=O)Oc2cc(C)[nH]c(=O)c2[N+](=O)[O-])cc1	-1	0	-4	-7	1	10	0.1	-5	-3
C=CCNC(=O)C1CC(=O)N(c2ccc(OCC(=O)Nc3ccc(CC)cc3)cc2)C1 (stereo not given)	1	2	-4	4	1	6	0.8	-1	-4
CCOc1ccccc1NC(=O)C1CCC(=O)N1S(=O)(=O)c1ccc(C)cc1 (stereo not given)	/	1	-9	1	12	-5	0.0	/	1
Cc1cccc(C)c1-n1c(SCC(=O)NCc2ccco2)nc2ccccc2c1=O	-5	1	-5	-7	7	-1	-0.1	-33	-3

Next part; it opens with the 2 that closed the last part.
SMILES	OXTR potentiate	CHRM4 agonist	M1 antag	CHO-K1 Ca antag	CHRM1 PAM	M4 antag	CHO-K1 Ca ag	CHO parental Ca	M1 ag
CCOc1ccccc1NC(=O)C1CCC(=O)N1S(=O)(=O)c1ccc(C)cc1 (stereo not given)	/	1	-9	1	12	-5	0.0	/	1
Cc1cccc(C)c1-n1c(SCC(=O)NCc2ccco2)nc2ccccc2c1=O	-5	1	-5	-7	7	-1	-0.1	-33	-3
CC(C)OP(=O)(OC(C)C)C(NC(=O)c1ccccc1Br)C(N)=O (stereo not given)	-7	5	5	-2	1	3	2.1	-10	-2
COC(=O)c1nc2n(n1)C(c1ccc([N+](=O)[O-])cc1)C(C(=O)Nc1ccc(Cl)cc1)=C(C)N2 (stereo not given)	-6	0	-6	-10	1	4	0.7	2	-11
CCN(CC)CCC(c1ccc(N(C)C)cc1)c1c(OC)cc(OC)c2ccc(=O)oc12 (stereo not given)	-12	0	0	-12	3	3	0.4	-21	-6
O=C(NCCN1CCCC(O)C1)c1cc(COc2c(F)cccc2F)on1 (stereo not given)	-5	0	4	11	7	0	-0.4	-7	-4
CCOC(=O)C1=C(COC(=O)c2ccc(Cl)c(S(=O)(=O)N3CCOCC3)c2)NC(=O)NC1C (stereo not given)	/	12	-2	-15	2	-6	7.5	/	3
CCN1CCN(Cc2ccc(NC(=O)Nc3ccccc3OC)cc2)CC1	2	1	-16	-11	8	7	1.8	-10	-12
COc1ccc2c(c1)-c1ccccc1S(=O)(=O)N2C(C)=O	-4	2	-23	-12	9	-14	0.1	-11	-4
COc1cccc(NC(=O)C2CCN(Cc3cnn(-c4ccccc4)c3-n3cccc3)CC2)c1	-6	7	6	-5	1	-13	2.3	-17	0
C/C=C/c1ccc(OCCCCn2cncn2)c(OC)c1	-5	1	-30	7	3	6	0.3	-17	-2
NC(c1ccccc1)c1csc(NC(=O)Nc2cccc(C(F)(F)F)c2)n1 (stereo not given)	/	18	6	0	2	18	6.7	/	8
O=C(NCc1ccncc1)C(=O)NCC1OCCN1S(=O)(=O)c1ccc(Cl)cc1 (stereo not given)	-7	1	-6	-2	11	3	0.8	-9	-3
CC1=C(C(=O)N(C(C)C)C(C)C)CC(CC(=O)NC2CCCC2)C(=O)N1CCC1=CCCCC1 (stereo not given)	/	-2	-10	2	10	-13	0.0	/	-11
Cc1occc1-c1nnc(SCC(=O)Nc2nc(C(C)(C)C)cs2)o1	-12	22	51*	30*	-24	19	11	36*	-1
Cc1ccc(C2=NOC(C)(c3nnc(-c4ccccc4)o3)C2)cc1 (stereo not given)	-9	1	-10	8	9	5	-0.5	-19	-6
C=CCNC(=S)Nc1cc(C)ccn1	-7	0	8	-18	-1	3	0.1	0	-6
O=C(CSCc1ccccc1F)NCc1ccccc1	3	2	-10	-11	6	-6	0.8	-9	-5
Cc1nn2c(nc(N3CCCCC3)c3ccccc32)c1C=O	-6	0	-10	-6	5	-2	0.0	-23	-10
O=C(O)c1ccc(C[n+]2c(-c3ccccc3)csc2Nc2ccccc2)cc1	-3	0	0	-5	-3	-2	-0.1	-6	-3
Cc1ccc(OCc2cc(C(=O)NCCn3cccn3)no2)cc1C	-6	3	-9	-22	4	-10	5.8	-12	-1
CN(C)CCCNC(=O)CCc1nc2ccccc2c(=O)[nH]1	-3	1	-16	-6	13	2	-0.1	-4	-1
CCOc1ccc(N2C(=O)C3ON(C)C(c4ccc([N+](=O)[O-])cc4)C3C2=O)cc1 (stereo not given)	0	1	-6	3	2	-8	-0.2	-7	-1
CC(NC(=O)c1cccc(S(=O)(=O)N2CCc3ccccc32)c1)c1ccco1 (stereo not given)	-1	4	-9	-9	4	-6	2.1	-14	-5
Cc1cccc(NC(=O)c2cc(S(=O)(=O)N3CCC4(CC3)OCCO4)ccc2F)c1	4	3	1	5	15	6	0.8	-3	6

Entries from the list above containing a halogen:
SMILES	OXTR potentiate	CHRM4 agonist	M1 antag	CHO-K1 Ca antag	CHRM1 PAM	M4 antag	CHO-K1 Ca ag	CHO parental Ca	M1 ag
CCCCn1cnc2c(cnn2-c2ccc(Cl)cc2)c1=O	3	2	-9	-12	10	-10	0.4	-7	-2
C/C(=N\NC(=O)c1nn(C)cc1Br)c1cccc(NC(=O)C(C)(C)C)c1	-6	2	-5	-8	6	8	0.4	-6	-3
CC(=O)NC(c1cccc(F)c1)c1nc(-c2csc3ccccc23)cs1 (stereo not given)	/	3	-9	3	7	-14	0.7	/	-2
CCC(=O)N1CCN(c2ccc(Cl)cc2NC(=O)c2ccc3c(c2)OCCO3)CC1	-3	9	3	6	5	-1	1.7	-14	-3
Cn1ncc(Cl)c1C(=O)NC1C2CC3CC(C2)CC1C3 (stereo not given)	4	-1	-7	-5	9	0	0.5	-6	-9
O=C(NCCc1ccccc1)C(=O)NCC1OCCN1S(=O)(=O)c1ccc(F)cc1 (stereo not given)	-6	2	-4	-3	1	1	1.2	-7	-2
CC(C)OP(=O)(OC(C)C)C(NC(=O)c1ccccc1Br)C(N)=O (stereo not given)	-7	5	5	-2	1	3	2.1	-10	-2
COC(=O)c1nc2n(n1)C(c1ccc([N+](=O)[O-])cc1)C(C(=O)Nc1ccc(Cl)cc1)=C(C)N2 (stereo not given)	-6	0	-6	-10	1	4	0.7	2	-11
O=C(NCCN1CCCC(O)C1)c1cc(COc2c(F)cccc2F)on1 (stereo not given)	-5	0	4	11	7	0	-0.4	-7	-4
CCOC(=O)C1=C(COC(=O)c2ccc(Cl)c(S(=O)(=O)N3CCOCC3)c2)NC(=O)NC1C (stereo not given)	/	12	-2	-15	2	-6	7.5	/	3
NC(c1ccccc1)c1csc(NC(=O)Nc2cccc(C(F)(F)F)c2)n1 (stereo not given)	/	18	6	0	2	18	6.7	/	8
O=C(NCc1ccncc1)C(=O)NCC1OCCN1S(=O)(=O)c1ccc(Cl)cc1 (stereo not given)	-7	1	-6	-2	11	3	0.8	-9	-3
O=C(CSCc1ccccc1F)NCc1ccccc1	3	2	-10	-11	6	-6	0.8	-9	-5
Cc1cccc(NC(=O)c2cc(S(=O)(=O)N3CCC4(CC3)OCCO4)ccc2F)c1	4	3	1	5	15	6	0.8	-3	6
